HTT ATP protect = qHTS Multiplex Assay to Identify Dual Action Probes in a Cell Model of Huntington: Cytoprotection (ATP); 230,000 compounds, 0.14% hits; Potency, µM (titrated, usually from 56.4 µM), for inactives: cytoprotection (ATP increase), hits mostly activators; PC12 HTT-Q103 induced, cytoprotection, ATP luminescence, 40 h; AID 1471, 2008;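 also: % of control where 0% means no effect; nearly all actives have a fitted effect of over 45% in size; toxic huntingtin expression switched on by the ecdysone agonist tebufenozide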
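PC12 cells stably carrying ecdysone-inducible Htt exon 1 (Q103)–GFP were induced with 100 nM tebufenozide (final) alongside library compounds in a dose series. Cytoprotection was scored as retained ATP by ATPlite luminescence.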
HTT aggregate = qHTS Multiplex Assay to Identify Dual Action Probes in a Cell Model of Huntington: Aggregate Formation (GFP); PC12 HttQ103-GFP aggregates, Acumen cytometry, 40 h; Potency, µM (top dose mostly 46.1 µM), inactives show top-dose activity change, negative = inhibition, actives largely listed as inhibitors; 220,000 compounds, 1.1% hits; AID 1688, 2009; also: % is scaled to controls: 0 for no effect and ±100 for the full control effect; nearly all actives have a fitted effect of over 60% in size
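Read-out: GFP aggregate count by laser scanning cytometer (488 nm excitation, 500-530 nm emission, 1–25 µm objects >6 SD above background). Cells: PC12, inducible HTTex1-Q103-GFP, 100 nM tebufenozide; compounds titrated.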
GoLoco inh red = qHTS Assay for Inhibitors of RGS12 GoLoco Motif Activity (Red Fluorophore); Guanine nucleotide-binding protein G(i) subunit alpha-1 (Homo sapiens), P63096; Gai1:RGS12 GoLoco peptide FP, rhodamine, 10 min; Potency, µM (doses to about 61.6 µM), for inactives: at the top dose activity, negative = inhibition, actives largely listed as inhibitors; 230,000 compounds, 0.44% hits; AID 880, 2007; active = well fitted inhibition curve with a large enough effect, not every such curve was filed as active; inactive = no such curve, though single readings can be large or run the other way; also: % is scaled to controls: 0 for no effect and ±100 for the full control effect; nearly all actives have a fitted effect of over 30% in size; many of its hits are not listed in these tables
Target sequence (P63096 whole entry, looked up): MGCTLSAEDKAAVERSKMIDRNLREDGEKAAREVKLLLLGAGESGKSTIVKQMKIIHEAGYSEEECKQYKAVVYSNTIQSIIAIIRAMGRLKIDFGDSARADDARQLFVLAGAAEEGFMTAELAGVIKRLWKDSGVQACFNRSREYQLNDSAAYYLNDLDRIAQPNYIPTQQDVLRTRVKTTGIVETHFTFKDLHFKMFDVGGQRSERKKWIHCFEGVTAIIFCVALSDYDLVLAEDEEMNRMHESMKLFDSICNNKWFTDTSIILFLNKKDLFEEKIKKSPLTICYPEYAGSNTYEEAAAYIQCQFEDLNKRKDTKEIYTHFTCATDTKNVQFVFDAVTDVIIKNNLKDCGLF
IMPase Li cell = qHTS Assay for Identifying the Cell-Membrane Permeable IMPase Inhibitors: Potentiation with Lithium. CHO-M1 cells, IP1 TR-FRET (IP-One), carbachol + lithium. Potency, µM (top dose mostly 59.4 µM), inactives show at the highest dose activity, negative = IMPase inhibition, most hits filed as inhibitors. 210,000 compounds, 0.35% hits. AID 1457, 2008;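 also: IP1 builds up when IMPase is blocked and the TR-FRET signal falls; plate controls were basal vehicle for no effect and high inhibitor control for full effect; nearly all actives have a fitted effect of over 50% in size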
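Concentration–response in CHO-M1 cells, lithium-potentiated; 30 min at 37C. IP1 detected by competitive TR-FRET after 10 min lysis at RT. Hill-fitted AC50.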
GAA glycogen = qHTS Assay for Inhibitors and Activators of Human alpha-Glucosidase Cleavage of Glycogen | Lysosomal alpha-glucosidase (Homo sapiens), P10253 | recombinant GAA, glycogen substrate, Amplex Red glucose oxidase fluorescence | Potency, µM (series often up to 76.4 µM), inactives show at the top dose activity change, negative = inhibition, most hits filed as inhibitors | 300,000 compounds, 0.38% hits | AID 2100, 2009;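 also: 0% = full enzyme reaction and -100% = no-enzyme basal signal; the screen sought inhibitors and activators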
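qHTS, 1536-well; enzyme 4 nM final; cpd up to 77 uM; substrate bovine liver glycogen 30 ug; 50 mM citrate/phosphate pH 5.0, 0.01% Tween-20; 37 C, 40 min; Amplex Red detection 45 min RT; Hill fit → AC50.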
GAA inhib = qHTS Assay for Inhibitors of Human alpha-Glucosidase as a Potential Chaperone Treatment of Pompe Disease; purified human GAA, 4-MU-alpha-glucoside fluorescence; AID 1466, 2008; 200,000 compounds, 0.005% hits; Lysosomal alpha-glucosidase (Homo sapiens), P10253; Potency, µM (top dose mostly 76.9 µM), for the others: top-dose activity change, negative = inhibition, most hits filed as inhibitors;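 also: plate controls were uninhibited enzyme wells for no effect and no-enzyme background for full effect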
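AC50 values come from Hill fits of compound titrations (up to 77 uM) against 4 nM human enzyme. Substrate 4-methylumbelliferyl-alpha-D-pyranoside at 400 uM, pH 5.0 citrate buffer, 20 min room temperature; fluorescence Ex 365/Em 440 after alkaline stop.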
GAA spleen mod = qHTS Assay for Inhibitors and Activators of Human alpha-Glucosidase From Spleen Homogenate; 240,000 compounds, 0.006% hits; AID 2112, 2009; Potency, µM (titrated, usually from 79.9 µM), for inactives: top-dose activity change, negative = inhibition, usual class: inhibitors; Lysosomal alpha-glucosidase (Homo sapiens), P10253; human spleen homogenate, 4-MU-alpha-glucoside fluorescence;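 also: 0% = enzyme with vehicle and -100% = no enzyme basal signal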
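Human spleen homogenate (1 ug) with 4-methylumbelliferyl-alpha-D-glucopyranoside (1 mM final) in 50 mM citrate/phosphate pH 5.0, 0.01% Tween-20; 40 min at 37 C. Stopped at pH 10; 4-MU fluorescence Ex 365/Em 440 nm; AC50 by Hill fit.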
* marks the source's active call; other numbers are inactive results; ? = inconclusive; / = no result given; & = joins results of further samples; [ ] = remark or other dose. Unless noted, calls follow the shape of the dose curve; as a rule, active = well fitted curve in the direction sought with a large enough effect; inconclusive = small, poorly fitted or top-dose-only effect, or another doubt; inactive = no such curve, though single readings can be large; an effect the other way counts as inactive or inconclusive. Potency is read from the fitted curve at half-maximal effect.

SMILES | HTT ATP protect | HTT aggregate | GoLoco inh red | IMPase Li cell | GAA glycogen | GAA inhib | GAA spleen mod
CCOCC(=O)Nc1ccc([N+](=O)[O-])cc1Cl | 10% | 7% | -2% | -6% | -3% | -6% | -2%
CCSc1nnc(CSc2ncccn2)n1C | 3% | 8% | -3% | -6% | 7% | -8% | /
CCOC(=O)N1CCN(C(=O)c2ccc(CS(=O)(=O)c3ccccc3OC)o2)CC1 | -16%[0.074 µM] | 12% | 7% | 1%[38.3 µM] | -4% | 2% | -3%
CC(=O)c1sc(NC(=O)c2cc(-c3ccccc3)nn2-c2ccccc2)nc1C | -5%[10 µM] | ? | 2% | 6% | 5% | -2% | -1%
COC(=O)c1cncc(O)c1 | -5% | 10% | -6% | 16%[38.3 µM] | -2% | -13% | -4%
COc1ccc(OC)c(CN(CCN2CCOCC2)C(=O)Nc2cccc(Cl)c2)c1 | 14%[10 µM] | ? | 1% | -2% | 2% | 1% | 1%
CC(=O)Nc1ccc2c(c1)nc(CN1CCCC1)n2C | 10% | 3% | -10% | 21%[38.3 µM] | 4% | -9% | -2%
COC(=O)c1ccc(COc2ccc(/C=N/O)cc2)o1 | -5%[10 µM] | -3%[9.22 µM] | -7% | -7% | 4% | 14% | -2%
COC(=O)CNC(=O)C(NC(=O)OCc1ccccc1)C(C)C (configuration not stated) | -17% | 12% | -4% | 12% | -21% | -4% | 11%
COc1ccc(CC(=O)NC(C)c2nnc(SCC(=O)Nc3cc(C)ccc3OC)n2C)cc1 (configuration not stated) | -33%[inhibitor] | 3%[9.22 µM] | 12% | -3% | -11% | 1% | -3%
Cc1ccc(S(=O)(=O)N/N=C\c2cc3c(cc2Br)OCO3)cc1 | -20%[10 µM] | -7% | 3% | 9% | -2% | -10% | 2%
CCOC(=O)CCn1nnc(N)n1 | -1% | -6% | 7% | 6%[38.3 µM] | 11% | -2% | 2%
CC(=O)Nc1cccc2c1C(=O)N(c1cccc(C)c1)C2=O | 3%[1.9 µM] | -17% | -6% | 10% | 1% | -11% | 1%
O=C(NN1C(=O)C2C3C=CC(C4CC34)C2C1=O)c1cccc(Br)c1 (configuration not stated) | -6%[10 µM] | -7%[9.22 µM] | 6% | / | 14% | 5% | 4%
C=CCNC(C(=O)Nc1cccc(OC)c1)c1ccccc1 (configuration not stated) | -32%[inhibitor] | -10% | 11% | 5% | 4% | 2% | -5%
O=C(O)c1ccccc1C(c1ccc(O)cc1)c1ccc(O)cc1 | -13% | / | -2% | -17% | ? | / | -2%
COc1cc2oc(=O)cc(-c3ccc(-c4sccc4C=O)cc3)c2c(OC)c1OC | -37%[inhibitor] | / | 1% | 20% | / | / | 0%
Cc1onc(-c2c(F)cccc2Cl)c1C(=O)NC(=S)NCc1cccnc1 | 6%[10 µM] | -19% | 1% | 6% | 10% | 2% | -8%
CCn1c(SCC(=O)Nc2nc3c(s2)CCCC3)nc2c1c(=O)n(C)c(=O)n2C | -2%[10 µM] | 11%[9.22 µM] | 6% | -22%[38.3 µM] | 9% | -9% | 5%
O=CNc1ccc(S(=O)(=O)NCc2ccccc2)cc1 | 17%[10 µM] | -22% | 2% | 8%[38.3 µM] | -8% | 6% | 4%
O=C(OC1CCOC1=O)c1cccc(S(=O)(=O)Nc2ccc(F)cc2)c1 (configuration not stated) | 12%[10 µM] | -4% | 4% | -2% | -2% | -3% | 2%
Cc1nsc(Nc2ccc([N+](=O)[O-])cc2)c1C#N | 1%[10 µM] | -21%[9.22 µM] | 2% | -5% | 0% | -10% | 10%
CCCCNC(=O)C(c1ccc(-c2ccccc2)cc1)N(CCN1CCOCC1)C(=O)CCCCCN1C(=O)NC(c2ccc([N+](=O)[O-])cc2)C(C(=O)OCc2ccccc2)=C1C (configuration not stated) | -50%[inhibitor] | -8% | -6%&4% | 4%&1% | 7% | 2% | -7%&1%
Cc1ccc(NC(=O)Cn2ccc([N+](=O)[O-])n2)cc1Cl | / | 17% | 2% | 7% | -9% | 0% | -5%
COc1ccc(NC(=O)C2(N(CC(C)C)C(=O)Cn3nnnc3N)CCCCC2)cc1 | 2% | -16% | -5% | 4%[38.3 µM] | -1% | -6% | -16%

(continued)
SMILES | HTT ATP protect | HTT aggregate | GoLoco inh red | IMPase Li cell | GAA glycogen | GAA inhib | GAA spleen mod
CCOC(=O)N1CCC(N2Cc3cccc(C(=O)O)c3C2=O)CC1 | 7% | -23% | 9% | 27%[38.3 µM] | -4% | -18% | 0%
O=C(O)c1nn(CCOc2cccc(Cl)c2)c(=O)c2ccccc12 | -45% | 18% | 6% | 28% | 0% | -5% | -3%
COc1ccc(CCNC(=O)COc2ccc(C)nc2[N+](=O)[O-])cc1 | -45%[inhibitor] | 35% | 1% | 4% | -2% | -3% | -3%
CCn1c2ccccc2c2cc(NC(=O)c3ccccc3[N+](=O)[O-])ccc21 | -1%[10 µM] | -5% | 13% | -10% | 9% | -14% | -7%
CCOC(=O)Cc1cc(=O)n2[nH]c(C)c(-c3ccccc3)c2n1 | 32% | 3% | 119%[activator] | -13%[38.3 µM] | -25% | 8% | -3%
O=C(Nc1ccccc1)c1ccc(COc2ccccc2)cc1 | / | / | -5% | -15% | 12% | 14% | 3%
CCOC(=O)C1=C(CSc2nc(-c3ccccc3)ccc2C#N)OC(N)=C(C#N)C1c1ccccc1 (configuration not stated) | -21% | 17% | 31%[activator] | 1%[38.3 µM] | -3% | -9% | -13%
COc1ccc(NC(=O)CN2CCN(c3ccccc3F)CC2)cc1 | -2%[0.074 µM] | 8% | 0% | -24%[38.3 µM] | -4% | -4% | -3%
COC(=O)/C=C1/SC(=NC(=O)c2ccc(F)cc2)NC1=O | -2%[10 µM] | -10%[9.22 µM] | 3% | / | -7% | ? | -2%
CCCCOc1ccc(NC(=O)[C@@H]2CCCN2C(=O)C2CCN(S(=O)(=O)c3ccc(C)cc3)CC2)cc1 | / | -13% | 1% | -3% | -3% | -12% | 1%
COC(=O)C1=C(C)NC(=O)/C1=C/c1ccc(CNS(=O)(=O)c2ccc(C)cc2)o1 | 12%[10 µM] | -5%[9.22 µM] | -7% | 1% | -5% | / | -1%
Cc1ccc2c(c1)C1CN(C)CCC1N2C(=S)NC(=O)c1ccc(Cl)cc1Cl (configuration not stated) | 25%[10 µM] | -13%[9.22 µM] | -1% | / | -7% | / | -5%
Cc1ccnc2nc(C(=O)NC3CCCc4ccccc43)nn12 (configuration not stated) | -33%[inhibitor] | -6% | 3% | -10% | 6% | 0% | -6%
CN(C(=O)C12CC3CC(CC(C3)C1)C2)C1(C)CCS(=O)(=O)C1 (configuration not stated) | -36% | 7% | -1% | 4%[38.3 µM] | 1% | -3% | 0%
Cc1ccc2nc(NC3=NCN(C4CCCCC4)CN3)nc(C)c2c1 | -4% | 10% | 7% | 1%[38.3 µM] | -15% | 6% | 7%
COc1cc(CNc2ccc(N3CCN(C(C)=O)CC3)cc2)ccc1OCc1ccc(F)cc1 | -29% | -3% | 10% | 10% | 25µM* | 2% | 1%
Cc1cc(-c2nnc(CCC(=O)N3CCN(Cc4cccnc4)CC3)o2)c(C)o1 | 5%[10 µM] | 6%[9.22 µM] | 16% | 1% | 8% | -9% | 0%
CCOc1ccc(NC(=O)CCN2CCN(S(=O)(=O)c3ccc(OC)cc3)CC2)cc1 | -22% | 12% | 2% | -8%[38.3 µM] | -6% | ? | 2%
FC(F)Oc1ccccc1NC(=S)NCc1ccco1 | -2%[10 µM] | -1% | 5% | 8% | 1% | -3% | -3%
CC(C)CNS(=O)(=O)c1ccc(CCC(=O)Nc2ccc3c(c2)OCO3)cc1 | 3% | -11% | -6% | 6%[38.3 µM] | 5% | 0% | -1%
CCOC(=O)C(=O)Nc1nnc(CCc2ccccc2)s1 | 9%[10 µM] | -26% | -25% | -10% | 2% | -27% | -2%
CCCCNc1ncnc2c1cnn2-c1ccccc1 | -84%[inhibitor] | -14%[9.22 µM] | -3% | 16%[38.3 µM] | 2% | -3% | -17%
C=CCN1C(=O)CN=C1Nc1ccc(F)cc1 | 1%[10 µM] | 8%[9.22 µM] | 9% | 13% | -14% | -3% | -2%

2 compounds from above, limited to GoLoco inh red:
Compound,GoLoco inh red
COC(=O)c1cncc(O)c1,-6%
O=C(OC1CCOC1=O)c1cccc(S(=O)(=O)Nc2ccc(F)cc2)c1 (configuration not stated),4%

Arranged by molecular weight (rising): seven of the compounds above.
SMILES | HTT ATP protect | HTT aggregate | GoLoco inh red | IMPase Li cell | GAA glycogen | GAA inhib | GAA spleen mod
FC(F)Oc1ccccc1NC(=S)NCc1ccco1 | -2%[10 µM] | -1% | 5% | 8% | 1% | -3% | -3%
O=C(Nc1ccccc1)c1ccc(COc2ccccc2)cc1 | / | / | -5% | -15% | 12% | 14% | 3%
CCOC(=O)C(=O)Nc1nnc(CCc2ccccc2)s1 | 9%[10 µM] | -26% | -25% | -10% | 2% | -27% | -2%
CCOC(=O)N1CCC(N2Cc3cccc(C(=O)O)c3C2=O)CC1 | 7% | -23% | 9% | 27%[38.3 µM] | -4% | -18% | 0%
COc1ccc(NC(=O)CN2CCN(c3ccccc3F)CC2)cc1 | -2%[0.074 µM] | 8% | 0% | -24%[38.3 µM] | -4% | -4% | -3%
CCn1c2ccccc2c2cc(NC(=O)c3ccccc3[N+](=O)[O-])ccc21 | -1%[10 µM] | -5% | 13% | -10% | 9% | -14% | -7%
CCOC(=O)C1=C(CSc2nc(-c3ccccc3)ccc2C#N)OC(N)=C(C#N)C1c1ccccc1 (configuration not stated) | -21% | 17% | 31%[activator] | 1%[38.3 µM] | -3% | -9% | -13%

A portion of the library; the hit share may differ from the screen's.
